Epigenetic derep – regulators of epigenetic silencing causing reporter derepression in mouse cells; Potency, µM (doses to about 53.9 µM), for inactives: at the top dose GFP activation, most hits filed as activators; hit rate 0.2% among 280,000; murine LDR cells, GFP reporter derepression, 30 h; AID 1865; also: potency is read from the fitted curve at half-maximal effect; % of control where 0% means no effect; nearly all actives have a fitted effect of over 60% in size
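Derepression of a silenced CMV-GFP reporter in murine LDR cells is scored by enumerating GFP-positive cells with a laser-scanning microplate cytometer after 30 hours of treatment at 37 C.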
TRb-SRC2 inh – TRbeta-SRC2 interaction inhibition. TRbeta-SRC2 peptide binding, fluorescence polarization; receptor liganded with 1 µM T3. Potency, µM (series often up to 106 µM), for inactives: at the top dose activity change, negative = inhibition, usual class: inhibitors. hit rate 0.065% among 280,000;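 also: potency is read from the fitted curve at half-maximal effect; plate controls were bound peptide for no effect and peptide without receptor for full effect; nearly all actives have a fitted effect of over 50% in size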
Target sequence (P10828 whole entry, looked up): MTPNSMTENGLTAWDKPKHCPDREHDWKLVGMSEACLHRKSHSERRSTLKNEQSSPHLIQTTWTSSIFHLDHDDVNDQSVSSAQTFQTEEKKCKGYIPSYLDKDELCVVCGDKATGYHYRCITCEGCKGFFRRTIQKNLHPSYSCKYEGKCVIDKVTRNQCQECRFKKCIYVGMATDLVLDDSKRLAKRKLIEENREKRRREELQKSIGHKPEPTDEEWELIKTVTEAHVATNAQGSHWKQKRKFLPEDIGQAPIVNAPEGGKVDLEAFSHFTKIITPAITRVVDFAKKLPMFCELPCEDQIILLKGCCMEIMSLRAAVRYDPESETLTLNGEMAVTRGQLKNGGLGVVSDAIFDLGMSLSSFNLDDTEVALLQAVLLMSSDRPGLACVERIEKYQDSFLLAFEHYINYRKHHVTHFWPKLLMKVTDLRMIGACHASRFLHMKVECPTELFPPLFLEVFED
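Compounds were added to 0.6 uM TRb ligand-binding domain and 20 nM Texas Red-labeled SRC2 peptide in Tris buffer containing 1 uM T3, incubated 5 hr at ambient temperature, then read by fluorescence polarization.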
aGal spleen mod – inhibitors or activators of human alpha-galactosidase in spleen homogenate | P06280 | hit rate 0.008% among 240,000 | human spleen homogenate, 4MU-alpha-Gal fluorescence, 40 min | Potency, µM (doses to about 80 µM), without a hit: at the highest dose activity change, negative = inhibition, hits mostly inhibitors;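 also: potency is read from the fitted curve at half-maximal effect; 0% = enzyme with vehicle and -100% = no enzyme basal signal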
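qHTS titration in buffer at pH 5.0. Alpha-galactosidase activity in spleen homogenate was measured via 4-methylumbelliferone release from 1 mM fluorogenic substrate after 40 min at 37C and a pH 10 stop. AC50 came from Hill fits of control-normalized data.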
CBFb-RUNX1 inh – inhibitors of human CBF-beta and RUNX1 interaction; Q01196+Q13951; AlphaScreen CBFb-His/RUNX1-biotin binding, biochemical; Potency, µM (doses to about 59.8 µM), for the others: at the highest dose activity, negative = inhibition, most hits filed as inhibitors; AID 1477; 230,000 tested, under 10 active; also: % of control where 0% means no effect
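CBF-beta (His) and RUNX1 (biotin), 30 nM each; 20 min preassociation; + compound, 15 min; + beads 50 ng each (Ni, streptavidin), 90 min; RT; AlphaScreen read.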
Tau fibril FP – tau fibrillization inhibition (FP). P10636. K18 P301L tau heparin fibrillization, Alexa594 FP, 6 h. Potency, µM (titrated, usually from 57.7 µM), for inactives: at the top dose activity, negative = inhibition, usual class: inhibitors. hit rate 0.39% among 280,000; also: potency is read from the fitted curve at half-maximal effect; % is scaled to controls: 0 for no effect and ±100 for the full control effect; nearly all actives have a fitted effect of over 55% in size
Target sequence (P10636 561-689 P618L limits assumed): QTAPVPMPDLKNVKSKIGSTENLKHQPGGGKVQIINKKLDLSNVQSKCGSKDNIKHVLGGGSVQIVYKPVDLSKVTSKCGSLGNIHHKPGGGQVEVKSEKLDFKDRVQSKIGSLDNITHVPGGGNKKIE
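Compound effects on tau fibrillization are measured by Alexa 594 fluorescence polarization (ex 555, em 632 nm). K18 P301L tau is used at 15 uM with 0.24 uM labeled tracer, and 20 uM heparin induces aggregation over 6 hr at 37 C.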
NPSR antagonist – blocks cAMP signaling of the human neuropeptide S receptor; Q6W5P4; CHO-NPSR cells, cAMP TR-FRET, antagonist mode; Potency, µM (titrated, usually from 38.3 µM), without a hit: at the top dose activity change, negative = inhibition, hits mostly inhibitors; hit rate 1% among 220,000; AID 1461; also: potency is read from the fitted curve at half-maximal effect; % is scaled to controls: 0 for no effect and ±100 for the full control effect; nearly all actives have a fitted effect of over 50% in size; many of its hits are not listed in these tables
Target sequence (Q6W5P4 whole entry, looked up): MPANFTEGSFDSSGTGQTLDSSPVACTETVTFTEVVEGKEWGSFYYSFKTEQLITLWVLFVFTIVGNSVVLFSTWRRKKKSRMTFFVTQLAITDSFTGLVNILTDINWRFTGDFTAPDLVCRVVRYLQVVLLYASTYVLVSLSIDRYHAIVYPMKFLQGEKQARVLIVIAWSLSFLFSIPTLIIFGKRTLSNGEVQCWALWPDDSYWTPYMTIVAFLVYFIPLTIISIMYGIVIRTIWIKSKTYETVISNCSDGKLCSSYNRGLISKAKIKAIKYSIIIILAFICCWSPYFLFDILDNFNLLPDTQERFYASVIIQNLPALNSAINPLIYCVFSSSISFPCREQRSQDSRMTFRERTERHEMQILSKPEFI
TR SRC2 fluor cs – alters Texas Red total fluorescence, flagging assay interference. hit rate 0.29% among 280,000. Potency, µM (top dose mostly 106 µM), inactives show at the top dose fluorescence change, negative = quenching. AID 1479. TRb/SRC2 Texas Red total fluorescence interference; active = well fitted curve in either direction with a large enough effect; inconclusive = small, poorly fitted or top-dose-only effect; also: potency is read from the fitted curve at half-maximal effect; % is scaled to controls: 0 for no effect and ±100 for the full control effect
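Human TRb ligand-binding domain at 0.6 uM with 20 nM Texas Red SRC2 peptide in Tris buffer containing 1 uM T3 and 5% DMSO, incubated with compound 5 h at ambient temperature. Total fluorescence (555/632 nm) calculated as parallel + 2 × perpendicular.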
Tau fluor counter – counter-screen for tau fibril formation inhibitors; tau K18 P301L Alexa594 fluorescence, heparin fibrillization; Potency, µM (highest dose often 57.7 µM), for inactives: at the top dose activity change, negative = decrease; hit rate 0.93% among 280,000; also: potency is read from the fitted curve at half-maximal effect; % is scaled to controls: 0 for no effect and ±100 for the full control effect; nearly all actives have a fitted effect of over 55% in size
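Human tau K18 P301L (15 uM unlabeled, 0.24 uM Alexa 594-labeled) in 100 mM sodium acetate pH 7 with 20 uM heparin, 6 hr at 37 C. ThT 30 uM added, 1 hr ambient; Alexa 594 FP and total fluorescence read at 555/632 nm.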
* marks the source's active call; other numbers are inactive results; ? = inconclusive; . = not tested or not shown; [ ] = another dose, or the depositor's remark. Unless noted, calls follow the shape of the dose curve; as a rule, active = well fitted curve in the direction sought with a large enough effect; inconclusive = small, poorly fitted or top-dose-only effect, or another doubt; inactive = no such curve, though single readings can be large; an effect the other way counts as inactive or inconclusive. The list is partial. The share of hits here may be higher or lower than overall.

Order of results – Epigenetic derep, TRb-SRC2 inh, aGal spleen mod, CBFb-RUNX1 inh, Tau fibril FP, NPSR antagonist, TR SRC2 fluor cs, Tau fluor counter
CCOc1ccc(C(O)Cc2nc3ccccc3n2C)cc1 (stereo not given)
→ -0.8%, -5%, -3%, 0%, 10%, 0%[46.1 µM], -2%, -1%
O=C(Nc1cccc(O)c1)c1ccc(C(F)(F)F)cc1
→ 0.1%, 7%, 6%, -10%, 4%, -1%, -1%, ?
CCCCC(=Nc1ccccc1OC)C1=C(O)CC(c2ccccc2)CC1=O (stereo not given)
→ 0.0%, -6%, -2%, 16%, 3%, -34%, -1%, -10%
CNC(=O)Nc1ccc(C2SCCS2)cc1
→ -0.3%, 7%, 12%, 7%, 4%, -3%[7.67 µM], -1%, -7%
Cc1cccc(C(=O)N2CCCCCC2)c1
→ -4.2%, 3%, -1%, -5%, 0%, 1%[46.1 µM], 2%, -1%
Cc1cc(NC(=O)Cn2cc([N+](=O)[O-])cn2)no1
→ -1.5%, -5%, -9%, 8%, -6%, 8%, 5%, -1%
CN(Cc1ccccc1)C(=O)N[C@@H](Cc1ccccc1)C(=O)O
→ -0.9%, -1%, 10%, 10%, -5%, 6%[46.1 µM], -1%, -3%
COc1cc2c(cc1OC)C(c1cccc(C)c1)CC(=O)N2 (stereo not given)
→ 3.2%, -7%, 4%, -7%, 1%, 15%, -3%, 8%
Cc1cc(C(=O)N/N=C/c2cccnc2)cs1
→ 7.4%, 9%, -7%, 6%, -12%, 0%, -2%, -2%
CC(C)(C)NC(=O)Nc1ccc(Br)cc1
→ 3.6%, -9%, -3%, 12%, -1%, 17%, -2%, -11%
Cc1[nH]n2c(=O)c3c(nc2c1-c1ccc(Cl)cc1)CCC3
→ 0.0%, -13%, 0%, 8%, 6%, -6%[46.1 µM], 2%, 1%
CCC(c1nnnn1Cc1cccs1)N1CCN(C(=O)c2ccco2)CC1 (stereo not given)
→ 5.1%, 2%, 2%, -1%, -2%, 3%, -1%, 7%
CCC(=O)N1c2ccc(S(=O)(=O)CCC(=O)NCc3cccc(OC)c3)cc2CC1C (stereo not given)
→ -0.2%, -14%, ., ., -7%, ., 0%, -12%
O=C(CN1CCN(C(=O)c2ccco2)CC1)Nc1c2c(nc3c1CCC3)CCCC2
→ 0.0%, -3%, -3%, -8%, -3%, -13%[46.1 µM], -3%, -9%
CCOC(=O)C1=NN(C(=O)Nc2ccc(OC)cc2)C2C(=O)N(c3cccc(C(F)(F)F)c3)C(=O)C12 (stereo not given)
→ 0.6%, 1%, 9%, 6%, -9%, -14%[46.1 µM], -4%, -18%
C=CCC1C=CC(OC(=O)OCC)C(COC(=O)OCC)O1 (stereo not given)
→ 1.1%[10.1 µM], -6%[11.2 µM], 9%[17.5 µM], 8%[13.1 µM], -4%[11.6 µM], ., -1%[11.2 µM], -14%[11.6 µM]
Nc1nc(SCc2ccccc2Cl)n[nH]1
→ 0.0%, 3%, 6%, 2%, 0%, 4%[46.1 µM], -1%, -7%
Cc1ccc(C(C(=O)NCC2CCCO2)N(Cc2ccccc2)C(=O)c2ccc(-c3ccccc3)[nH]2)o1 (stereo not given)
→ 0.0%, -12%, 4%, 7%, 0%, -45%, ?, -15%
O=S(=O)(NCCCN1CCOCC1)c1ccc2c(c1)OCCO2
→ 0.0%, -2%, -10%, 11%, -6%, 5%, 4%, -1%
Cc1cc(C)c2c(CC(=O)Nc3cc(C(F)(F)F)ccc3Cl)coc2c1
→ 3.7%, 4%, ., ., -13%, ., -5%, -6%
CCOc1ccc(OC(=O)c2cn(-c3ccc(C)cc3)c(=O)c3ccccc23)cc1
→ 0.0%, 0%, ., ., -6%, ., -2%, -17%
C/C(=N\NC(=O)c1n[nH]c2c1CCC2)c1ccco1
→ 3.1%, -2%, 3%, 0%, 6%, 3%, -2%, -19%
CC(C)(C)c1ccc(-c2nnc(-c3ccccc3NC(=O)c3ccc(F)cc3F)o2)cc1
→ -1.1%, -10%, ., ., -11%, ., 2%, -8%
COc1ccc(NC(=O)C2CCN(c3nc(C)cc(C)n3)CC2)cc1
→ -0.9%, 19%, 4%, 7%, 1%, ?, -1%, 4%
Cc1cccc(/C=C/c2nc3ccccc3c(=O)n2Cc2ccccc2)c1
→ 7.8%, -13%, 2%, 6%, -16%, -32%, -3%, -21%
NC(=O)Cc1ccc2c(c1)[nH]c1ccccc12
→ -6.6%, 1%, 3%, 3%, 3%, 0%, -2%, -17%
O=C(Nc1ccc(S(=O)(=O)Nc2ncccn2)cc1)c1ccccc1Cl
→ -0.8%, -8%, ., ., -8%, ., 1%, 0%
CCOC(=O)c1ccc(NC(=O)c2ccc(-c3cccc(Cl)c3C)o2)cc1
→ -1.6%, 11%, ., ., ?, ., -23%, ?
Cc1ccn2cc(-c3ccc4c(c3)NC(=O)CO4)nc2c1
→ -1.9%, 2%, 4%, -3%, 11%, 11%, -2%, -8%
CC(C)C(=O)Nc1ccc(C(=O)NNC(=O)NC2CCCCC2)cc1
→ 1.0%, -11%, -6%, 9%, -7%, -7%[46.1 µM], 0%, 1%
O=C1NCCN(Cc2cccc(Oc3ccccc3)c2)C1CC(=O)N1CCCO1 (stereo not given)
→ -0.1%, 1%, 0%, 4%, 13%, 3%, -5%, -13%[2.34 µM]
Cc1ccc(NC(=O)Nc2nnc(N(C)Cc3ccccc3)s2)cc1
→ -0.6%, 3%, ., ., -8%, ., -1%, -30%
CC1=C(C(=O)Nc2cccc(C)c2C)C(c2cccs2)NC(=S)N1 (stereo not given)
→ 0.0%, 11%, -1%, -4%, 2%, 0%, -1%, 3%
Cc1ccc(-n2ncc3c2ncn2nc(-c4ccco4)nc32)c(C)c1
→ -1.0%, 1%, 3%, -3%, -1%, -14%[46.1 µM], 3%, -2%
Cc1nc(S(=O)(=O)c2cccc(Cl)c2)nc2c1CCC2
→ 0.0%, 3%, -3%, 1%, 9%, -5%[46.1 µM], 2%, 1%
OC(CSc1ccccc1Cl)CN1CCN(c2ccc(F)cc2)CC1 (stereo not given)
→ -0.7%, -13%, 7%, 0%, 11%, -7%[46.1 µM], 0%, ?
C=CCn1c(CNc2ccccc2)nnc1SCC(=O)N/N=C/c1ccccc1O
→ -2.6%, 7%, 6%, -2%, 10%, -16%[46.1 µM], -3%, -19%
Cc1ccc(C(=O)NNC(=O)CCCN2C(=O)/C(=C/c3ccccc3Cl)SC2=S)cc1
→ 1.1%, 5%, -23%, -5%, 3%, 19%, -3%, -29%
Cc1ccc(-n2c(CNc3ccc(F)cc3)nnc2SCC(=O)O)cc1
→ -1.4%, -2%, 3%, 5%, 3%, -11%, -1%, -3%
CCN1CCN(CCCNC(=O)c2cn(CCOC)c(=O)c3c2c2ccccc2n3C)CC1
→ 0.0%, -4%, ?, -3%, -5%, -8%[46.1 µM], 2%, -5%
O=C(Nc1ccc(C(F)(F)F)cc1)C(Cc1ccccc1)n1cccc1 (stereo not given)
→ 0.0%, -4%, ., ., ?, ., 3%, ?
O=C(C[n+]1cccc2ccccc21)c1ccc(NC(=O)c2ccccc2)cc1
→ 0.0%, -4%, -1%, -6%, 6%, 7%, 0%, -23%
CC(=O)N[C@@H](Cc1ccc(O)cc1)C(=O)O
→ -3.4%, 3%, 7%, 12%, -5%, ., 1%, -7%
Cc1cc(C)c(NC(=O)c2ccc3nc(C(C)C)oc3c2)c(C)c1
→ -1.7%, 2%, ., ., 9%, ., -28%, 13%

A different layout for some results above.
SMILES	Epigenetic derep	TRb-SRC2 inh	aGal spleen mod	CBFb-RUNX1 inh	Tau fibril FP	NPSR antagonist	TR SRC2 fluor cs	Tau fluor counter
Cc1ccc(NC(=O)Nc2nnc(N(C)Cc3ccccc3)s2)cc1	-0.6%	3%	.	.	-8%	.	-1%	-30%
CC1=C(C(=O)Nc2cccc(C)c2C)C(c2cccs2)NC(=S)N1 (stereo not given)	0.0%	11%	-1%	-4%	2%	0%	-1%	3%
Cc1ccc(-n2ncc3c2ncn2nc(-c4ccco4)nc32)c(C)c1	-1.0%	1%	3%	-3%	-1%	-14%[46.1 µM]	3%	-2%
Cc1nc(S(=O)(=O)c2cccc(Cl)c2)nc2c1CCC2	0.0%	3%	-3%	1%	9%	-5%[46.1 µM]	2%	1%
OC(CSc1ccccc1Cl)CN1CCN(c2ccc(F)cc2)CC1 (stereo not given)	-0.7%	-13%	7%	0%	11%	-7%[46.1 µM]	0%	?
C=CCn1c(CNc2ccccc2)nnc1SCC(=O)N/N=C/c1ccccc1O	-2.6%	7%	6%	-2%	10%	-16%[46.1 µM]	-3%	-19%
Cc1ccc(C(=O)NNC(=O)CCCN2C(=O)/C(=C/c3ccccc3Cl)SC2=S)cc1	1.1%	5%	-23%	-5%	3%	19%	-3%	-29%
Cc1ccc(-n2c(CNc3ccc(F)cc3)nnc2SCC(=O)O)cc1	-1.4%	-2%	3%	5%	3%	-11%	-1%	-3%
CCN1CCN(CCCNC(=O)c2cn(CCOC)c(=O)c3c2c2ccccc2n3C)CC1	0.0%	-4%	?	-3%	-5%	-8%[46.1 µM]	2%	-5%
O=C(Nc1ccc(C(F)(F)F)cc1)C(Cc1ccccc1)n1cccc1 (stereo not given)	0.0%	-4%	.	.	?	.	3%	?
O=C(C[n+]1cccc2ccccc21)c1ccc(NC(=O)c2ccccc2)cc1	0.0%	-4%	-1%	-6%	6%	7%	0%	-23%
CC(=O)N[C@@H](Cc1ccc(O)cc1)C(=O)O	-3.4%	3%	7%	12%	-5%	.	1%	-7%
Cc1cc(C)c(NC(=O)c2ccc3nc(C(C)C)oc3c2)c(C)c1	-1.7%	2%	.	.	9%	.	-28%	13%

Screening data (PubChem)
